# NadD block: inhibitors of Staphylococcus aureus NadD | purified NadD enzyme, colorimetric absorbance read-out | inhibition, % at 20 µM | actives 0.78% (n = 360,000) | AID 602399; in the data active = inhibition above about 26%; note: some compounds past the cut are filed as inactive
# SUMO1-SIM PPI: SUMO1-SIM interaction modulation. P63165. SUMO1 binding to a labelled peptide, TR-FRET, 1 h. inhibition, % at 20 µM. actives 0.33% (n = 360,000). AID 602429; in the data active = inhibition above about 37%
# Target sequence (P63165 whole entry, looked up): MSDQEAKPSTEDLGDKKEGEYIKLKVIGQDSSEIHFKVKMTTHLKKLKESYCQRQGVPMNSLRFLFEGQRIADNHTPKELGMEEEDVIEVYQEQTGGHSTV
# DNMT1 inh: blocks human DNA methyltransferase DNMT1; P26358; inhibition (reported as % activation of signal), % at 10 µM; actives 0.83% (n = 360,000); DNMT1 molecular beacon, Hinp1I cleavage, fluorescence; in the data active = inhibition above about 50%
# Scp-1 inhibitor: Scp-1 (human) phosphatase inhibition; Q9GZU7; actives 0.88% (n = 340,000); inhibition, % at 20 µM; Recombinant Scp1, phosphopeptide, malachite green phosphate absorbance;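 active = inhibition above about 50% at 20 µM, limit read from the data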;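 note: plate controls were DMSO wells with enzyme for no effect and wells lacking enzyme for full effect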
# Target sequence (Q9GZU7 76-261 limits assumed): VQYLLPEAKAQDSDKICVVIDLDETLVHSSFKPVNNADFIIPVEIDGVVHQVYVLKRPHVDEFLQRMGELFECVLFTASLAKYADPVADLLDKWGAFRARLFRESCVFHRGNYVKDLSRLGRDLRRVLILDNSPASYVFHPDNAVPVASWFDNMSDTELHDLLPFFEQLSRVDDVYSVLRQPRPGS
#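 Test system – truncated SCP-1 phosphatase (76-261aa) · Reagent – Phosphorylated 17-residue peptide substrate · Incubation – 45 min room-temperature reaction, 5 min colour, 30 min stabiliser · Detection – colorimetric phosphate reagent with accelerator and stabiliser, absorbance at 630 nm · Measure – % inhibition at 20 µM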
# STEP inh: inhibitors of human striatal-enriched phosphatase STEP; recombinant STEP, OMFP fluorogenic substrate, fluorescence; inhibition, % at 20 µM; actives 0.25% (n = 360,000); P54829;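 active = inhibition at 20 µM, scaled per plate between control wells, above about 37%, limit read from the data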;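 note: 0% = DMSO with enzyme and substrate and 100% = substrate only without enzyme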
#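 Assay system: isolated STEP enzyme. Buffer or medium: pH 6.0 Bis-Tris with DTT and Tween 20. Also added: fluorogenic phosphatase substrate OMFP at 25 µM final. Dosing: 20 µM, 1% DMSO. Timing: 20 min reaction, room temperature, in the dark. Measured by: fluorescence intensity, excitation 480 nm, emission 540 nm. Evaluation: normalized % inhibition.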
# CendR NRP1 mod: modulators of CendR peptide binding to human neuropilin-1; FAM-RPARPAR peptide binding to NRP-1, fluorescence polarization; actives 0.85% (n = 360,000); inhibition, % at 25 µM; O14786; AID 602438;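 active = inhibition or corrected inhibition above about 18%, plus a signal ratio from 0.5 to 1.5, limit read from the data, passing the limit was not always enough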; note: strong numbers were not always called active
# LMPTP block: LMPTP (human) inhibition; actives 0.22% (n = 360,000); inhibition, % at 20 µM; recombinant LMPTP-A, OMFP fluorogenic substrate, fluorescence intensity; AID 651560;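 active = compounds that cut the enzyme signal by at least half of the control window in the single-dose screen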;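 note: plate controls were DMSO wells with enzyme plus substrate for no effect and substrate without enzyme for full effect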
# Target sequence (P24666 whole entry, looked up): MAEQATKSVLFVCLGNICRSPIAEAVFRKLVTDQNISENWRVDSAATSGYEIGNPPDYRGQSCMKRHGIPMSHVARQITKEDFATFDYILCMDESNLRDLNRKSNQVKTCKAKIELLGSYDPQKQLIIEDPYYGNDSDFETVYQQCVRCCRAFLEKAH
#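 Material: LMPTP-A; amount: 0.625 nM enzyme; doses: single 20 µM dose; times: reaction 50 min, room temperature, dark; technique: fluorescence intensity of OMFP turnover product; benchmarks: no-enzyme and uninhibited controls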
# MT1-MMP act inh: inhibitors of human MT1-MMP activation; P50281; HT1080 RFP-PRO-GFP cells, GFP/RFP ratio fluorescence, overnight; percent of plate control window, DMSO zero; GFP/RFP ratio change, % at 20 µM; actives 0.061% (n = 360,000);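 active = GFP/RFP ratio change of at least 30% with cell ATP level not reduced by more than half and red fluorescence within 50% of control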; note: strong numbers were not always called active
#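 Assay system: RFP-PRO-GFP reporter HT1080 cells; read-out basis: GFP/RFP fluorescence ratio; benchmarks: DMSO wells and RFP-L50D-GFP cells; doses: 20 µM single dose, 1% DMSO; schedule: overnight cell settling, then overnight compound exposure, 37 °C, 5% CO2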
# Rpn11 inh: Rpn11 (human) deubiquitinase inhibition; AID 588493; human 26S proteasome, Ub4-pepOG fluorescence polarization; 20S core pre-blocked with epoxomicin; O00487; actives 0.59% (n = 360,000); calls only at 20 µM;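 active = inhibition at 20 µM, scaled to each plate's controls, above about 33%, limit read from the data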
# SKN-1 block: C. elegans SKN-1 inhibition; C. elegans VP596 Pgst-4::GFP/RFP ratio, acrylamide-induced, 24 h; inhibition, % at 21.8 µM; actives 0.49% (n = 360,000);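 active = interference check ratio from 0.5 to 1.5 plus GFP to RFP signal ratio inhibition reaching or exceeding a fixed threshold, cut at about 30% in these data, passing the limit was not always enough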; note: some compounds called inactive have numbers as strong as hits
# * = called active by the depositor; i = inactive; . = not tested or not shown. An unsorted share of the library; 3.9% or so of the library scored in one or more.
entry | mol | DNMT1 inh | LMPTP block | MT1-MMP act inh | CendR NRP1 mod | STEP inh | NadD block | Scp-1 inhibitor | SKN-1 block | Rpn11 inh | SUMO1-SIM PPI
1 | C#CCOCCOCCOCCNc1nc(N2CCOCC2)nc(N2CCN(C(=O)Cn3cc(CC(C)O)nn3)CC2)n1 (stereo not given) | 10.7 | -0.4 | -1.7 | -3.4 | -2.3 | -8.7 | 0.6 | -10.2 | i | -2.2
2 | Cc1ccc(CCNC(=O)CNC(=O)c2cccs2)cc1 | 0.6 | -0.6 | -0.3 | 7.4 | -0.2 | -2.1 | -3.0 | 13.4 | i | -2.8
3 | CCCc1cnc(Nc2nc(C(N)Cc3ccc(C(F)(F)F)cc3)cs2)nc1 (stereo not given) | 6.2 | -4.3 | -6.5 | -0.8 | 2.9 | 6.5 | . | 15.0 | i | -7.6
4 | O=C(NCCC1CCCCN1S(=O)(=O)c1ccccc1)C(=O)NCc1ccco1 (stereo not given) | 1.6 | -0.6 | -1.8 | -6.1 | -2.0 | -8.3 | -2.8 | -3.8 | i | 5.5
5 | COC(=O)c1sc(N2C(=O)C(=O)/C(=C(/O)c3ccccc3)C2c2ccco2)nc1C (stereo not given) | 11.6 | 1.0 | 2.9 | -8.4 | 2.8 | 9.9 | 5.0 | -5.6 | i | 0.3
6 | CN(CC(=O)Nc1cccc(F)c1)C(=O)c1cccc(S(=O)(=O)N2CC3(C)CC2CC(C)(C)C3)c1 (stereo not given) | -3.2 | 2.8 | -1.2 | -2.1 | 0.9 | -4.6 | -4.7 | 22.1 | i | 3.7
7 | NC(=O)c1ccc(NC(=O)COC(=O)c2cc([N+](=O)[O-])ccc2N2CCOCC2)cc1 | 3.5 | 0.3 | 3.1 | -16.6 | -0.3 | -1.3 | 3.9 | 13.4 | i | -26.9
8 | O=C(NCCn1c(C(F)(F)F)nc2ccccc21)[C@H]1CCCN1c1nc(CN2CCCCC2)cs1 | -1.4 | 0.0 | 0.7 | -2.2 | -0.2 | -0.5 | -4.9 | 8.7 | i | 1.1
9 | CCC(C(=O)OCC(=O)c1ccc2c(c1)NC(=O)CO2)c1ccccc1 (stereo not given) | -1.2 | 7.7 | 0.6 | -8.4 | -0.3 | -5.9 | -6.5 | 1.9 | i | 2.8
10 | Oc1ccc(N2CCN(C(c3cccs3)c3nnnn3CCc3ccccc3)CC2)cc1 (stereo not given) | -14.2 | 1.1 | -11.4 | 1.0 | 1.6 | 5.1 | 17.2 | -5.8 | i | 2.1
11 | Cc1ccc(O)c(N)c1 | -13.8 | 1.6 | 2.9 | -2.0 | 4.3 | 6.4 | -3.3 | 4.3 | i | -2.9
12 | COc1ccc(CCNC(=S)Nc2cc(C)ccc2C)cc1 | 1.4 | 0.5 | 4.5 | -6.5 | -1.0 | 7.5 | -4.5 | -22.7 | i | -2.0
13 | Cc1nc(C)n(C(C)CNC(=O)c2ccco2)n1 (stereo not given) | 6.1 | 0.2 | 4.2 | -9.7 | -0.5 | -2.7 | -3.0 | -8.8 | i | 3.4
14 | C=CCn1c(SCC(=O)NC2CCCCC2)nnc1C(C)NC(=O)c1cccs1 (stereo not given) | -0.4 | -1.1 | 4.0 | -7.6 | -1.6 | -4.3 | -3.4 | -7.9 | i | -0.1
15 | O=C(c1ccc(F)cc1)N1CCC(C(=O)N2CCN(S(=O)(=O)c3ccccc3Br)CC2)CC1 | -9.2 | -12.1 | -5.3 | -4.3 | 1.0 | 4.4 | -1.1 | 9.7 | i | -123.7
16 | Cc1ccc(NC(=O)CN(C)CC(=O)Nc2cccc(F)c2)cc1S(=O)(=O)N1CCCCCC1 | -6.3 | 1.4 | -3.6 | -2.2 | -1.0 | 4.5 | 0.6 | -21.4 | i | 1.5
17 | COc1ncccc1C(=O)N1CCCC(N2CCN(c3ccc(F)cc3)CC2)C1 (stereo not given) | 4.8 | -5.9 | -0.8 | 10.0 | -2.2 | -4.9 | 7.0 | -22.0 | i | -1.3
18 | Cc1ccc(C23CC4CC(CC(C(=O)NN)(C4)C2)C3)cc1 | 6.3 | 0.7 | -0.7 | 2.6 | -0.3 | 4.6 | 6.3 | -19.1 | i | 2.1
19 | COc1cccc(S(=O)(=O)N(C)C[C@@H]2OCc3cn(nn3)CCCC(=O)N([C@@H](C)CO)C[C@H]2C)c1 | 4.3 | -2.0 | -2.4 | 3.9 | -1.1 | 0.3 | . | 8.0 | i | 2.0
20 | COc1ccccc1C(=O)COC(=O)c1cccs1 | 0.5 | -0.8 | 10.3 | 7.0 | -2.4 | -3.3 | -18.1 | -4.1 | i | 4.0
21 | CCOc1ccc(N2C(=O)CC(NC3CCCCNC3=O)C2=O)cc1 (stereo not given) | -0.1 | 0.6 | 0.0 | -4.4 | 0.1 | 4.3 | -12.3 | 5.9 | i | -2.4
22 | O=C1C=C(c2ccccc2)CC(c2cccs2)C1n1cnc([N+](=O)[O-])c1 (stereo not given) | -8.3 | 3.7 | 2.6 | 1.7 | 4.8 | 2.7 | -10.3 | 19.1 | i | -6.5
23 | OCCC1CN(Cc2nc(-c3ccccc3)cs2)CCN1CCc1ccccc1 (stereo not given) | -2.3 | -0.4 | -0.1 | -12.0 | -0.9 | -6.7 | 3.0 | 0.6 | i | -0.7
24 | Cn1nnnc1SCC(=O)Nc1nc2ccccc2s1 | 1.2 | -1.0 | 4.9 | 16.3 | 2.0 | -3.8 | -6.2 | -8.6 | i | 0.6
25 | CCOC(=O)CSc1nc(N(C)C)nc(N(C)C#N)n1 | 3.1 | -0.3 | -1.9 | 2.3 | 0.9 | 6.0 | -5.6 | 6.8 | i | -1.0
